Screens: PubChem BioAssay, The Scripps Research Institute Molecular Screening Center
TbREL1 primary: TbREL1 inhibition, primary screen; TbREL1 RNA ligation, FRET fluorescence; inhibition, % at 9.66 µM; 0.49% of 89,000 active;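 active means inhibition above the mean inhibition across all screened compounds plus 3 SD, cut at about 11% in these data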;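 further: 0% = plate median of test wells and 100% = NSC42067 control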
Target sequence (P86926 whole entry, looked up): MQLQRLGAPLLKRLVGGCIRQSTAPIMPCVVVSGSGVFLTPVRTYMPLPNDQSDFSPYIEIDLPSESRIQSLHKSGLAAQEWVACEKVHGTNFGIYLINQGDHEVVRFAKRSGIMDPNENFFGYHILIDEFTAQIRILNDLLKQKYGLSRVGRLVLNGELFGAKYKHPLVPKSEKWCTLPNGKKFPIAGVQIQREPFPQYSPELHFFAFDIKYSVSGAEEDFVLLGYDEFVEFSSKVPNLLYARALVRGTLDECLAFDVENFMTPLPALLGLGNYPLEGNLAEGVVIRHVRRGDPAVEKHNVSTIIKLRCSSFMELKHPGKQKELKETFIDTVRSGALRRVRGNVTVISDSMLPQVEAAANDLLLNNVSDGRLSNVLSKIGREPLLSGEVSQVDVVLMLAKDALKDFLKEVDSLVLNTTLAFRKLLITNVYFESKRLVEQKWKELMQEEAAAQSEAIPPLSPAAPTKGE
An asterisk follows results filed as active.

What do the screens show for `Cc1nn(C)cc1CN(C)C(=O)c1nn2c(c1Cl)NC(c1cccs1)CC2C(F)(F)F` (stereo unspecified)?
TbREL1 primary: 0.1

What do the screens show for `COc1ccc([C@H]2/C=C\CN(C(=O)C3CC3)[C@@H](C)C(=O)N2Cc2ccc(F)cc2)cc1`?
TbREL1 primary: -3.2

How did COc1ccc(NC(=O)CSc2nnc(C)n2C2CC2)cc1S(=O)(=O)N1CCOCC1 do in these assays?
TbREL1 primary: -5.0

How did CSc1nc(Oc2ccc(C)cc2)cc(C(F)(F)F)n1 do in these assays?
TbREL1 primary: 6.2

How did CS(=O)(=O)c1ccc2nc(NC(=O)c3ccc(=O)[nH]c3)sc2c1 do in these assays?
TbREL1 primary: 4.5

How did Cc1ccsc1/C=N/NC(=O)CNC(=O)c1ccco1 do in these assays?
TbREL1 primary: -0.3

How did CCc1cc2cc(C(=O)Nc3ccc(C)cc3)sc2s1 do in these assays?
TbREL1 primary: 0.4

What do the screens show for `Cc1ccc(S(=O)(=O)Cn2nnnc2C(C(C)C)N2CCN(c3nc4ccccc4s3)CC2)cc1` (stereo unspecified)?
TbREL1 primary: 0.0

Results for CCOc1ccc(/C(O)=C2\C(=O)C(=O)N(c3ccccn3)C2c2ccccc2F)c(C)c1 (stereo unspecified) ?
TbREL1 primary: -0.2

How did CN(C)CCN(C(=O)C1CCCCC1)c1nc2cc3c(cc2s1)OCO3 do in these assays?
TbREL1 primary: 2.7

Molecules shown so far that contain an aryl methoxy group (2):
What do the screens show for `COc1ccc([C@H]2/C=C\CN(C(=O)C3CC3)[C@@H](C)C(=O)N2Cc2ccc(F)cc2)cc1`?
TbREL1 primary: -3.2

How did COc1ccc(NC(=O)CSc2nnc(C)n2C2CC2)cc1S(=O)(=O)N1CCOCC1 do in these assays?
TbREL1 primary: -5.0

(cont.)
How did COc1ccc(-n2c(C)c(C(C)=O)c3cc(OCC(N)=O)ccc32)cc1 do in these assays?
TbREL1 primary: -2.4

Results for COc1cccc(C(=O)NCc2ccco2)c1OC ?
TbREL1 primary: 3.6

What do the screens show for `COC(=O)[C@]12C[C@H](CC(=O)N3CCN(C(=O)C4CC4)CC3)C(=O)N(Cc3ccccc3)C1=C[C@H](COCc1ccccc1)O[C@@H]2C`?
TbREL1 primary: -5.1

Results for O=C(CC[C@H]1O[C@@H](n2ccc(=O)[nH]c2=O)[C@H](O)[C@@H]1O)N[C@H](Cc1ccccc1)C(=O)NCCCc1ccccc1 ?
TbREL1 primary: -0.5

What do the screens show for `CCCCOCCCNC(=O)C[C@H]1C[C@@]2(C(=O)OC)C(=C[C@H](C(C)(C)C)O[C@@H]2C)N(Cc2ccc(Cl)cc2Cl)C1=O`?
TbREL1 primary: 2.5

What do the screens show for `O=C(Cc1cccs1)Nc1nc2c(s1)CCCC2`?
TbREL1 primary: -0.1

Results for COC(=O)C(NC(=O)Nc1ccccc1OC)C(C)C (stereo unspecified) ?
TbREL1 primary: -0.7

Results for COc1ccccc1/C=N/NC(=O)c1[nH]c(C)c(C(=O)N/N=C/c2ccccc2OC)c1C ?
TbREL1 primary: 5.9

What do the screens show for `CCOc1ccc2nc(SCC(=O)N3CCCc4ccccc43)sc2c1`?
TbREL1 primary: 1.9

What do the screens show for `CC1CCCCN1CCNc1nc(=S)[nH]c2ccccc12` (stereo unspecified)?
TbREL1 primary: -1.2

Results for CC1CCC(C(=O)NC(C(=O)N2CCC(N3CCCCC3)CC2)C(C)C)CC1 (stereo unspecified) ?
TbREL1 primary: -0.5

Results for Cc1cc(C)nc(N2CCCC(C(=O)Nc3nc4ccc(S(C)(=O)=O)cc4s3)C2)n1 (stereo unspecified) ?
TbREL1 primary: -0.5

How did COC(=O)c1sc2nc(SCc3cccc(F)c3)n(N)c(=O)c2c1C do in these assays?
TbREL1 primary: -2.1

How did CC(=O)Nc1ccc(S(=O)(=O)Nc2nc3ccc(C)cc3s2)cc1 do in these assays?
TbREL1 primary: -1.9

What do the screens show for `COCc1[nH]nc2c1C(c1ccccc1OC)C(C#N)=C(N)O2` (stereo unspecified)?
TbREL1 primary: -2.1

What do the screens show for `Cc1c(-c2ccccc2)[n+](=O)c2c(n1[O-])CCCC2`?
TbREL1 primary: 0.1

What do the screens show for `CCCC(=O)Nc1ccc2c(c1)nc(CCNC(=O)c1ccco1)n2C`?
TbREL1 primary: 0.7

Results for CC1(c2nnnn2C2CCCCC2)CSCC(=O)N1CCc1ccc(O)cc1 (stereo unspecified) ?
TbREL1 primary: -3.3

What do the screens show for `Cc1ccc(C)c(N(C(=O)CNC(=O)c2ccco2)C(C(=O)NC2CCCCC2)c2ccncc2)c1` (stereo unspecified)?
TbREL1 primary: 1.9

How did CCCn1c(C(C)Nc2nc(-c3ccc(C)cc3)cs2)nc2cc(Cl)c(N3CCCCC3)cc21 (stereo unspecified) do in these assays?
TbREL1 primary: -3.9

How did O=[n+]1c2c(n([O-])c3cc(F)c(N4CCCC4)cc31)CCC2 do in these assays?
TbREL1 primary: -1.8

Results for CC(C)(C)C(=O)Nc1cc(NC(=O)C(C)(C)C)cc(C(=O)Nc2cc(C(=O)O)cc(C(=O)O)c2)c1 ?
TbREL1 primary: 0.8

Results for O=c1[nH]c2ccccc2cc1-c1nnn(-c2ccc(F)cc2)n1 ?
TbREL1 primary: 1.3

How did COc1cccc(N(C)C(=O)[C@@H](C2CC2)[C@@H](O)c2ccc3ccccc3c2)c1 do in these assays?
TbREL1 primary: 5.5

Results for CCOC(=O)c1c(NC(=O)Cn2cc([N+](=O)[O-])cn2)sc2c1CCC2 ?
TbREL1 primary: -1.3

Results for CC(C(=O)Nc1ccc2c(c1)OCO2)N1CCC(N2CCCCC2)CC1 (stereo unspecified) ?
TbREL1 primary: 4.9

Results for CCOc1ccc(-n2c(Cc3cc(=O)[nH]c(=O)[nH]3)nnc2SCC(=O)NC2CCCC2)cc1 ?
TbREL1 primary: 1.7

Results for F[B-](F)(F)c1cc2ccccc2s1 ?
TbREL1 primary: 0.9

How did CCCNC(=O)c1ccc(CN2CCc3ccccc3C2)cc1 do in these assays?
TbREL1 primary: 1.4

How did Cc1ccc(S(=O)(=O)Cn2nnnc2C(CC(C)C)N2CCC(C(N)=O)CC2)cc1 (stereo unspecified) do in these assays?
TbREL1 primary: -0.1

Results for COc1cccc(-c2cc(C(=O)NCC3CCCO3)c3cc(C)cc(C)c3n2)c1 (stereo unspecified) ?
TbREL1 primary: -0.6

What do the screens show for `CCS(=O)(=O)NCC(c1ccco1)N1CCN(c2ccc(F)cc2)CC1` (stereo unspecified)?
TbREL1 primary: 5.3

How did O=C(CSc1ncccn1)N1CCN(C(c2ccccc2)c2ccccc2)CC1 do in these assays?
TbREL1 primary: -5.4

How did COc1ccc(OCC(=O)N/N=C/c2ccsc2)cc1 do in these assays?
TbREL1 primary: 0.6

What do the screens show for `O=C(Oc1ccc(/C=N/NC(=O)c2ccccc2F)cc1)c1ccccc1`?
TbREL1 primary: 3.3

Results for CCCN(C(=O)COC(=O)c1nc2nccc(C)n2n1)C1CCS(=O)(=O)C1 (stereo unspecified) ?
TbREL1 primary: -1.8

What do the screens show for `O=C(c1cc(-c2ccco2)on1)N1CCN(C(c2ccccc2)c2ccccc2)CC1`?
TbREL1 primary: -1.4

How did Cc1c(Cl)cccc1N=Cc1ccc([N+](=O)[O-])s1 do in these assays?
TbREL1 primary: -0.4

How did COc1ccc(N2CCN(S(=O)(=O)c3ccc(OC)c(C(=O)N4CCCCC4)c3)CC2)cc1 do in these assays?
TbREL1 primary: -2.0

How did CCOc1ccc(C(=O)N2CCN=C2SC)cc1OCC do in these assays?
TbREL1 primary: -0.1

Six consecutive entries already listed, for reference:
What do the screens show for `O=C(Oc1ccc(/C=N/NC(=O)c2ccccc2F)cc1)c1ccccc1`?
TbREL1 primary: 3.3

Results for CCCN(C(=O)COC(=O)c1nc2nccc(C)n2n1)C1CCS(=O)(=O)C1 (stereo unspecified) ?
TbREL1 primary: -1.8

What do the screens show for `O=C(c1cc(-c2ccco2)on1)N1CCN(C(c2ccccc2)c2ccccc2)CC1`?
TbREL1 primary: -1.4

How did Cc1c(Cl)cccc1N=Cc1ccc([N+](=O)[O-])s1 do in these assays?
TbREL1 primary: -0.4

How did COc1ccc(N2CCN(S(=O)(=O)c3ccc(OC)c(C(=O)N4CCCCC4)c3)CC2)cc1 do in these assays?
TbREL1 primary: -2.0

How did CCOc1ccc(C(=O)N2CCN=C2SC)cc1OCC do in these assays?
TbREL1 primary: -0.1

(listing goes on)
What do the screens show for `CCn1c(SCC(=O)Nc2ccc(N3CCOCC3)cc2)nnc1C1CC1`?
TbREL1 primary: -3.4

What do the screens show for `O=C(Nc1ccc(NC(=O)c2ccc3c(c2)OCO3)cc1)c1cccc(Cl)c1`?
TbREL1 primary: -0.9

Results for CC1(C)SC2c3ccccc3C(=O)N2[C@@H]1C(=O)O (stereo partly specified) ?
TbREL1 primary: 6.6

What do the screens show for `CC(O)CNC(=O)Cc1cc(=O)[nH]c(=O)[nH]1` (stereo unspecified)?
TbREL1 primary: 3.6

Results for COCCN1C(=O)c2[nH]nc(-c3ccccc3O)c2C1c1ccc(OC)cc1 (stereo unspecified) ?
TbREL1 primary: -2.2

How did C[C@@H](CN1C(=O)C(=O)NC[C@@H]1Cc1ccc(O)cc1)NC(=O)Cc1ccccc1 do in these assays?
TbREL1 primary: -0.8

What do the screens show for `Nc1nc2c(ncn2[C@@H]2O[C@H](C(=O)N[C@H](Cc3ccccc3)C(=O)NCC3CCCCC3)[C@@H](O)[C@H]2O)c(=O)[nH]1`?
TbREL1 primary: 8.4

What do the screens show for `O=C(COC(=O)CNC(=O)c1ccccc1F)Nc1ccc2c(c1)OCCO2`?
TbREL1 primary: -1.1

How did COc1ccc(CNC(=O)c2ccc(-n3cncn3)c3ccoc23)cc1OC do in these assays?
TbREL1 primary: 0.9

Results for CN(C)/C=C/c1[nH]c(=O)[nH]c(=O)c1[N+](=O)[O-] ?
TbREL1 primary: 0.7

How did Cc1c(C(=O)NCC2CC2)sc(=O)n1Cc1cccc(F)c1 do in these assays?
TbREL1 primary: -0.3

What do the screens show for `CCn1c(C(=O)NCCCN2CCc3ccccc3C2)cc2sccc21`?
TbREL1 primary: -2.1

Results for C=C(C)C(=O)Nc1cccc(C2=NOC3(C2)C[C@@H](C(N)=O)N(C(=O)/C=C/C=C/C)C3)c1 (stereo partly specified) ?
TbREL1 primary: -1.1

Results for O=C(Nc1ccc(Cl)cc1)Nc1ccc(Cl)c(Cl)c1 ?
TbREL1 primary: 2.8

How did COc1ccc(C(=O)NC2CCN(C(=O)NC3CCCCC3)CC2)cc1 do in these assays?
TbREL1 primary: -0.8

What do the screens show for `O=C(NCc1nc2ccccc2[nH]1)C1=C[C@H](c2ccc3c(c2)OCO3)C[C@H](OCCCCO)O1`?
TbREL1 primary: -1.8

Results for COC(=O)c1c(-c2ccc(OC)cc2)sc2ccc(OC)cc12 ?
TbREL1 primary: 1.0

How did COc1ccc(N2CCN(Cc3cc(=O)oc4cc(C)c(Cl)c(C)c34)CC2)cc1 do in these assays?
TbREL1 primary: -0.7

How did COc1cccc(NC(=S)N(CCc2ccc(OC)c(OC)c2)Cc2ccccn2)c1 do in these assays?
TbREL1 primary: -2.4

Results for NC(=O)C1c2ccccc2CSc2ccccc21 (stereo unspecified) ?
TbREL1 primary: 1.2

Pulled by compound from the list above (4):
Results for CN(C)/C=C/c1[nH]c(=O)[nH]c(=O)c1[N+](=O)[O-] ?
TbREL1 primary: 0.7

Results for CC1CCC(C(=O)NC(C(=O)N2CCC(N3CCCCC3)CC2)C(C)C)CC1 (stereo unspecified) ?
TbREL1 primary: -0.5

Results for COCCN1C(=O)c2[nH]nc(-c3ccccc3O)c2C1c1ccc(OC)cc1 (stereo unspecified) ?
TbREL1 primary: -2.2

What do the screens show for `CCn1c(SCC(=O)Nc2ccc(N3CCOCC3)cc2)nnc1C1CC1`?
TbREL1 primary: -3.4

(next part)
How did Cc1ccc(C)c(N(C(=O)c2csnn2)C(C(=O)NC2CCCC2)c2cccnc2)c1 (stereo unspecified) do in these assays?
TbREL1 primary: -2.5

How did CN=c1scc(-c2ccc(Br)cc2)n1C do in these assays?
TbREL1 primary: -1.3

What do the screens show for `Cc1ccc(OCCOCCN2CCN(C)CC2)c(C(C)(C)C)c1`?
TbREL1 primary: -1.1

Results for Cc1noc(C)c1S(=O)(=O)N1CCC(C(=O)NCCN2CCC(C)CC2)CC1 ?
TbREL1 primary: -3.7

What do the screens show for `CC(=O)NCCC(=O)N(C)CC1CCN(CCc2cccc(C(F)(F)F)c2)CC1`?
TbREL1 primary: -1.4

Results for CCn1nc(C(=O)Nc2ccc3c(c2)OCCO3)c2ccccc2c1=O ?
TbREL1 primary: 0.2

What do the screens show for `NC(=O)C1CCN(C(=O)c2ccc3c(c2)S(=O)(=O)c2ccccc2C3=O)CC1`?
TbREL1 primary: 4.2

How did COc1ccc(C(=O)NNC(=S)NC(=O)c2ccc(F)cc2)cc1Br do in these assays?
TbREL1 primary: -3.2

What do the screens show for `CCC[C@H]1COCCS(=O)(=O)N1Cc1ccccc1`?
TbREL1 primary: -2.5

Results for CC1(c2nnnn2Cc2ccccc2)CCCC(=O)N1Cc1cccs1 (stereo unspecified) ?
TbREL1 primary: -1.4

What do the screens show for `CCCC1C2CN(C(C)C)CC=C2C(C#N)=C(N)C1(C#N)C#N` (stereo unspecified)?
TbREL1 primary: -1.8

What do the screens show for `CCCCNc1nnc(SCC(=O)c2c(N)n(C3CC3)c(=O)[nH]c2=O)s1`?
TbREL1 primary: 0.5

Results for Cc1ccc2nc(-c3cccc(Cl)c3)c(Cc3ccccc3)n2c1 ?
TbREL1 primary: -2.8

Results for COc1ccc(N=Cc2cccc(C)c2O)cc1Cl ?
TbREL1 primary: -4.0

Results for COc1ccc(C(=O)N2CCCCC2)cc1S(=O)(=O)Nc1ccccc1 ?
TbREL1 primary: -4.6

What do the screens show for `COc1ccc(CCNC(=O)C2CC(=O)N(c3ccc(C)cc3)C2)cc1` (stereo unspecified)?
TbREL1 primary: -2.3

Results for CC1(CC(=O)N/N=C/c2ccc(OCc3ccc(Cl)cc3Cl)cc2)OCCCO1 ?
TbREL1 primary: -2.4

What do the screens show for `CCOc1ccc(S(=O)(=O)NCc2ccc3c(c2)OCO3)cc1NC(C)=O`?
TbREL1 primary: 4.7

How did CC(C)(C)c1[nH]nc2c1C(Cc1ccccc1)C(C#N)=C(N)O2 (stereo unspecified) do in these assays?
TbREL1 primary: -1.3

An excerpt. The share of hits here may be higher or lower than overall.
